# High-throughput results (PubChem)
# XIAP antagonists: small molecules displacing peptide from XIAP – biochemical, IAP family, fluorescence polarization (AID 1018); one-dose displacement, % at 20 µM; IC50 in µM for titrated hits; actives 0.007% (n = 200,000); XIAP BIR domain, fluorescence polarization peptide displacement; higher % means a stronger effect; in the data active = displacement above about 50%; also: a part of the inactive calls stands beside numbers as strong as those of hits
# Dynein cargo inh: dynein cargo transport inhibition; 3617.4 mouse cells, GR-EGFP nuclear translocation imaging; test concentration mostly 20 µM; stimulated with dexamethasone, 1 µM; active compounds read low; z-score, hits read low; actives 0.47% (n = 220,000); AID 1381;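 active = plate z-score of nuclear minus cytoplasmic receptor signal below a set negative limit, without overly bright fluorescence or cell loss, cut at about -3.5 in these data, passing the limit was not always enough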;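 also: z-score of nuclear minus cytoplasmic ring GR-EGFP intensity difference per well; some compounds called inactive have numbers as strong as hits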
#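 Medium: Induction medium lacking tetracycline, stripped serum | Probe or stimulus: 1.0 µM final dexamethasone stimulus | Schedule: 48 h induction, then 1 h compound, then 30 min agonist, 37 °C | Signal: Automated 10x imaging of fixed Hoechst-stained cells | Evaluation: Per-cell GR-EGFP intensity, nucleus versus surrounding cytoplasmic ring, well-averaged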
# LYP inhibition: PTPN22 lymphoid phosphatase activity blockers – biochemical, fluorescence intensity, uHTS (AID 1779). inhibition, % at 11.5 µM, or IC50 in µM where a hit was titrated. actives 0.054% (n = 290,000). recombinant LYP phosphatase, fluorescence intensity; higher % means a stronger effect;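 also: plate controls were vehicle with enzyme for no effect and no enzyme for full effect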
# M17LAP inhibition: P. falciparum M17LAP inhibitors, primary screen, biochemical, fluorogenic H-Leu-NHMec substrate, 1536-well (AID 1619); inhibition, % at 30 µM, or IC50 in µM where a hit was titrated; actives 0.38% (n = 220,000); recombinant M17LAP, H-Leu-NHMec fluorogenic kinetic assay; higher % means a stronger effect;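 active = compound inhibiting the enzyme by more than half at any dose during confirmatory dose-response retesting; inconclusive = strong single-dose inhibitors picked by rank but not retested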;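 also: plate controls were full reaction with DMSO carrier for no effect and no enzyme background for full effect; strong numbers were not always called active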
# PMI inhibition: MPI inhibition at elevated mannose 6-phosphate – biochemical, fluorescence intensity, high mannose 6-phosphate, primary screen (AID 1220). one-dose inhibition, % at 20 µM; IC50 in µM for titrated hits. actives 0.66% (n = 190,000). recombinant PMI enzyme, coupled fluorescence intensity; higher % means a stronger effect
# human PMI inhibition: inhibitors of human PMI, primary screen, biochemical, fluorescence intensity, coupled assay (AID 1209) | purified PMI enzyme, coupled fluorescence intensity; higher % means a stronger effect | inhibition, % at 20 µM; hits with a dose series show IC50 in µM | actives 0.42% (n = 190,000);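 also: plate controls were DMSO vehicle for no effect and wells lacking substrate for full effect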
# P. falciparum M1AAP: P. falciparum M1AAP inhibitors, biochemical, fluorogenic H-Leu-NHMec substrate, 1536-well (AID 1445). inhibition, % at 30 µM, or IC50 in µM where a hit was titrated. recombinant M1AAP, H-Leu-NHMec fluorogenic kinetic assay; higher % means a stronger effect. actives 0.42% (n = 220,000);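 active = primary inhibition above the hit cutoff, then over 50% inhibition at one or more dose response concentrations, cut at about 23% in these data, passing the limit was not always enough; inconclusive = conflicting primary data, or primary hits not chosen for dose response; inactive = low primary inhibition, or under 50% at every dose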;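 also: plate controls were DMSO full reaction for no effect and no enzyme background for full effect; strong numbers were not always called active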
# AID2073: inhibitors of Mint1-CaV2.2 protein interaction, biochemical, HTRF (AID 2073); HTRF protein-protein interaction, Mint1-CaV2.2; higher % means a stronger effect; inhibition, % at 20 µM, or IC50 in µM where a hit was titrated; actives 0.19% (n = 290,000); in the data active = inhibition mostly above about 51%, no sharp cut-off; inconclusive = no clear call, values can overlap the other calls; inactive = mostly below about 53%; also: some results filed as inactive read as strong as hits
# Siah-1 displacement: blockers of Siah-1 interaction with plectin peptide – biochemical, fluorescence polarization, rhodamine-plectin, uHTS, primary screen (AID 1817). Siah-1 / rhodamine-plectin peptide fluorescence polarization; higher % means a stronger effect. displacement, % at 20 µM; hits with a dose series show IC50 in µM. actives 0.02% (n = 290,000);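 active = displacement of at least 50% at 20 µM, with a fluorescence ratio check between 0.3 and a set limit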;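 also: plate controls were Siah plus tracer with DMSO for no effect and tracer alone without Siah for full effect; strong numbers were not always called active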
# Dynein cargo inh cytoplasmic EGFP: also measured in Dynein cargo inh; calls as there; z-score; measured here: cytoplasmic GR-EGFP intensity; active compounds read high
# Dynein cargo inh nuclear GR-EGFP: also measured in Dynein cargo inh; calls as there; z-score; measured here: nuclear GR-EGFP intensity;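 lower value marks the stronger effect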
# Dynein cargo inh cell count: second read-out of Dynein cargo inh, no call of its own (marks repeat the call); z-score; measured here: cell count per field
# Starred values were filed as active, the others as inactive; ? = inconclusive; / = no result given. Rule as the data show it, unless noted: active = inhibition above about 50%; inactive = the rest. No enrichment for hits, and some 2.1% of all compounds hit somewhere here.
SMILES,XIAP antagonists,Dynein cargo inh,Dynein cargo inh cytoplasmic EGFP,Dynein cargo inh nuclear GR-EGFP,Dynein cargo inh cell count,LYP inhibition,M17LAP inhibition,PMI inhibition,human PMI inhibition,P. falciparum M1AAP,AID2073,Siah-1 displacement
Cc1ccc(Cn2c(O)c(N=O)c3ccccc32)cc1,-5.7%,-0.73,-0.285,-0.256,0.602,4.5%,-2.9%,9.6%,3.7%,4.4%,1.3%,1.8%
O=C(NC1CCCC1)C1CCN(c2nccs2)CC1,-3.6%,-0.157,-0.278,-0.144,0.159,-7.5%,5.0%,-0.1%,-1.5%,2.1%,2.6%,5.8%
CCCCn1c(=O)c(CCC(=O)OCC(=O)NCc2ccc(OC)c(OC)c2)nc2ccccc21,-5.3%,-0.245,-0.202,-0.248,0.313,-3.2%,11.8%,-2.4%,-10.2%,12.2%,-8.5%,-0.7%
CC(=C/c1ccco1)/C=N/N1CCN(c2ccccc2)CC1,-4.1%,-0.436,-0.217,-0.933,0.0749,-3.1%,3.5%,8.2%,8.2%,2.5%,-25.7%,1.8%
COc1ccccc1-c1nnc(SCC(=O)Nc2c(Cl)cccc2Cl)o1,-5.8%,-0.0992,-0.266,0.131,-0.0919,-5.2%,-3.9%,4.0%,9.1%,3.3%,1.9%,-1.9%
CC1=C(C(=O)OC(C)C)C(c2ccc(Br)s2)NC(=O)N1 (stereo unspecified),-4.9%,-1.04,0.132,-0.35,0.598,-2.1%,6.8%,-3.5%,0.7%,6.2%,-2.0%,4.8%
COC(=O)c1cc(NS(=O)(=O)c2ccc(NCc3cccnc3)c(N)c2)cc(C(=O)OC)c1,-1.8%,1.09,-0.078,1.29,-0.298,1.4%,0.3%,-2.6%,17.7%,15.1%,-8.4%,4.6%
COc1ccc2cc3cc(C(=O)Nc4ccccc4N4CCN(C)CC4)oc3nc2c1,-4.6%,-0.143,0.0754,0.0021,0.0728,-6.6%,10.9%,-3.4%,-6.1%,6.9%,7.5%,-1.5%
CCN(CC)CCNC(=O)C1c2cc(OC)c(OC)cc2C(=O)N2CCc3ccccc3C12 (stereo unspecified),-2.6%,-0.199,-0.203,-0.284,0.849,-5.5%,3.5%,-4.8%,-2.4%,3.3%,-1.9%,2.7%
COc1ccc(-c2cc(C)nc3nc(N)nn23)cc1,-11.0%,0.542,-0.217,0.621,1.69,-10.3%,-10.3%,3.8%,6.9%,5.6%,19.6%,3.8%
Nc1nc(Nc2ccccc2)nc(N2CCOCC2)c1[N+](=O)[O-],37.9%,0.00326,-0.234,0.0245,-0.0895,-6.0%,20.4%,6.2%,13.7%,18.8%,-5.2%,-11.9%
CCOC(=O)/C(=N\Nc1ccccc1Cl)N1CCN(c2ccccc2OC)CC1,-1.6%,1.06,-0.217,0.138,0.22,2.6%,-5.5%,1.9%,0.4%,0.9%,1.2%,4.8%
COc1ccc(C(=O)NC(=S)N2CCCCC2)cc1[N+](=O)[O-],-3.0%,0.48,-0.259,-0.0964,-0.45,-2.0%,11.9%,0.7%,-0.6%,1.1%,34.8%,4.7%
Cc1ccc2cc(C)c3nnc(SCC(=O)N4CCCc5ccccc54)n3c2c1C,1.0%,-0.16,-0.244,-0.556,0.685,-8.1%,1.1%,6.4%,0.5%,7.2%,3.4%,-1.7%
CCOc1ccc(-c2nnn(CC#N)n2)cc1OC,-8.2%,-0.704,-0.174,-0.292,0.283,-3.7%,-1.6%,43.4%,-0.3%,1.0%,0.3%,1.0%
Cc1nc2nc(-c3ccc(Cl)cc3)cn2nc1C,-1.8%,0.525,-0.395,0.334,-0.606,-8.5%,-12.7%,-7.8%,1.1%,8.9%,22.7%,1.1%
NS(=O)(=O)c1ccc(CCNC(=O)c2cccnc2)cc1,-3.1%,-0.703,-0.23,-0.427,0.541,-3.0%,2.1%,4.0%,-1.6%,1.4%,8.7%,21.8%
Cc1ccc(S(=O)(=O)C2(C(=O)N3CCCCCC3)CC2)cc1,-8.8%,-1.15,-0.0986,-0.464,-0.275,1.9%,26.2%,1.7%,6.6%,12.1%,27.7%,-1.3%
O=C(c1ccc(S(=O)(=O)c2ccccc2)cc1)N1CCc2ccccc2C1,-4.9%,-2.96,-0.135,-1.33,1.21,2.1%,-1.0%,60.2%*,22.7%,0.1%,3.3%,-4.3%
CC(=O)OC(C(=O)NC1CCCCC1)c1cccc(F)c1 (stereo unspecified),-1.1%,0.0385,-0.232,0.689,0.0786,-1.9%,-7.4%,-0.7%,4.6%,7.0%,-3.3%,11.0%
Cc1cccc2sc(NNC(=O)c3ccc(S(=O)(=O)N4CC(C)CC(C)C4)cc3)nc12 (stereo unspecified),-4.4%,0.179,-0.146,1.11,-0.139,5.7%,3.5%,0.6%,13.9%,-16.3%,-7.8%,-8.5%
O=C(CN1CC(c2ccccc2)CC1=O)Nc1ccc2c(c1)OCO2 (stereo unspecified),-3.3%,-0.956,-0.208,0.042,0.678,-9.3%,-2.0%,3.4%,-6.9%,3.2%,-4.7%,2.9%
CCCOC(=O)c1[nH]c2c(c1C)C(=O)CC(c1cccs1)C2 (stereo unspecified),-0.6%,-0.762,0.0131,-0.534,0.566,-8.8%,-10.0%,-6.9%,-2.7%,1.1%,-0.7%,2.7%
O=C(Nc1ccc(O)cc1)c1cccc(Oc2ccc([N+](=O)[O-])cc2)c1,-0.5%,-0.11,-0.134,-0.118,0.209,-1.0%,17.2%,/,/,7.7%,5.6%,-5.0%
Cc1ccc(C(=O)NCC(=O)OCC(=O)c2ccc3c(c2)OCCO3)cc1C,-5.4%,-0.686,-0.23,0.309,0.865,-1.9%,-4.0%,1.4%,3.0%,1.3%,5.1%,2.5%
Cn1c(SCC(=O)c2ccc(F)cc2)nnc1-c1ccccn1,/,-1.23,-0.257,-0.621,0.793,-3.8%,-2.6%,/,/,2.0%,6.4%,8.9%
NNC(=O)c1cnn(Cc2ccccc2)c1N,-2.6%,-0.942,-0.242,-0.692,0.874,-2.5%,-2.1%,-5.0%,-10.8%,-2.6%,10.9%,0.6%
COC(=O)C1=C(C(=O)c2ccccc2)C(c2ccc(O)c(OC)c2)n2nnnc2N1 (stereo unspecified),-6.9%,1.08,0.0316,1.11,0.45,-3.1%,25.2%,6.6%,6.0%,17.6%,-1.1%,2.0%
CCOC(=O)c1oc2c(CN3CCN(C)CC3)c(O)ccc2c(=O)c1-c1ccc(Br)cc1,-3.5%,-0.567,-0.0909,0.0411,0.71,3.4%,26.6%,-13.5%,-0.7%,13.6%,6.9%,-0.9%
Cc1ccc2nc(-c3ccccc3)cc(C(=O)N3CCc4ccccc4C3)c2c1,-23.1%,0.128,-0.223,-0.131,0.561,11.6%,-6.9%,-2.6%,-3.8%,-2.1%,-30.8%,0.5%
N=C1C(c2nc(-c3ccc(Cl)cc3)cs2)=C(O)CN1NC(=O)c1ccc(O)cc1,/,0.282,-0.219,0.811,-0.401,-6.6%,5.7%,/,/,6.3%,7.51µM*,6.2%
CCc1cccc(C)c1NC(=O)c1cc(C)oc1C,-2.4%,-0.711,-0.207,-0.355,1.25,-4.5%,0.8%,1.5%,2.8%,0.5%,-1.6%,-5.4%
CCCCNC(=O)c1sc(=S)n2c1[nH]c(=O)c1ccccc12,-2.9%,-0.899,-0.225,-0.231,0.698,3.1%,14.5%,10.9%,16.1%,?,21.7%,-3.0%
C/C(=N\NC(=O)CN1CCOCC1)C(C)(C)C,-4.5%,0.195,-0.0828,-0.0209,-0.799,-7.1%,7.5%,4.4%,8.4%,-3.1%,2.5%,2.4%
Cc1ccc(OCC(=O)Nn2cnc3ccccc32)cc1,-2.6%,-0.216,-0.156,0.679,0.764,-4.2%,7.0%,49.8%,19.6%,1.8%,7.8%,-2.0%
Cn1c(=O)c(C(=O)CN2CCN(S(=O)(=O)c3ccccc3)CC2)c(N)n(Cc2ccccc2)c1=O,-5.6%,0.779,-0.202,0.748,-1.09,-4.3%,-8.7%,-4.8%,3.2%,2.5%,-10.6%,9.6%
CC(C)CCn1c(Oc2ccc(Cl)cc2)nc2c1c(=O)n(C)c(=O)n2C,-5.2%,-1.04,0.155,-0.311,0.15,-2.3%,-4.5%,15.3%,16.8%,-1.5%,-1.0%,5.1%
COc1ccc(CCNC(=O)CN2CCN(Cc3ccccc3F)C2=O)cc1OC,/,-0.476,-0.259,0.0965,0.631,-10.4%,2.7%,/,/,3.3%,-14.2%,-0.1%
CCn1c(SCC(=O)N2CCCc3ccccc32)nnc1-c1ccco1,-7.2%,-0.908,-0.182,-0.103,0.989,-3.2%,8.7%,3.2%,4.6%,0.1%,-2.8%,-3.8%
COc1ccc(OC)c(S(=O)(=O)N(C)CC(=O)N2CCN(c3ccc(F)cc3)CC2)c1,-12.1%,-0.715,-0.262,-0.107,-0.0369,-0.9%,4.2%,10.6%,13.0%,1.9%,-3.1%,0.4%
O=c1c2ccccc2nnn1CSc1nnc2sc3ccccc3n12,-3.2%,-0.501,-0.169,0.26,-0.549,-0.1%,-3.4%,7.6%,14.8%,0.4%,-19.1%,-0.5%
COC(=O)c1ccc(CSc2nc(-c3ccccc3)cs2)o1,-5.6%,-1.17,-0.175,-0.317,0.383,-2.6%,12.7%,6.4%,2.2%,-2.4%,-9.0%,1.7%
O=C(c1ccc(Cl)cc1Cl)C1(n2cncn2)Oc2ccccc2C1O (stereo unspecified),-1.9%,-0.667,-0.277,0.318,0.58,1.2%,3.1%,11.9%,12.8%,-2.8%,-1.1%,-2.3%
Cc1ccc(S(=O)(=O)N(CCC(=O)O)Cc2ccc(Cl)cc2)cc1,-0.2%,0.279,-0.269,0.117,-0.29,-6.7%,18.4%,-10.5%,-15.0%,9.3%,6.3%,0.2%
Cc1cccc(C)c1NC(=S)/C(=C(\[O-])c1cccs1)[n+]1ccccc1,-4.7%,0.0596,-0.253,-0.174,-0.273,-4.8%,1.6%,5.5%,12.3%,7.4%,-19.8%,-4.2%
